# JNK3 blocker: JNK3 (human) kinase inhibition. actives 0.61% (n = 60,000). inhibition, % at 8 µM. AID 746. purified JNK3 kinase activity, HTS. P53779; in the data active = inhibition above about 17%;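 note: 0% = DMSO and 100% = reference inhibitor; many of its hits are not listed in these tables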
# Target sequence (P53779 whole entry, looked up): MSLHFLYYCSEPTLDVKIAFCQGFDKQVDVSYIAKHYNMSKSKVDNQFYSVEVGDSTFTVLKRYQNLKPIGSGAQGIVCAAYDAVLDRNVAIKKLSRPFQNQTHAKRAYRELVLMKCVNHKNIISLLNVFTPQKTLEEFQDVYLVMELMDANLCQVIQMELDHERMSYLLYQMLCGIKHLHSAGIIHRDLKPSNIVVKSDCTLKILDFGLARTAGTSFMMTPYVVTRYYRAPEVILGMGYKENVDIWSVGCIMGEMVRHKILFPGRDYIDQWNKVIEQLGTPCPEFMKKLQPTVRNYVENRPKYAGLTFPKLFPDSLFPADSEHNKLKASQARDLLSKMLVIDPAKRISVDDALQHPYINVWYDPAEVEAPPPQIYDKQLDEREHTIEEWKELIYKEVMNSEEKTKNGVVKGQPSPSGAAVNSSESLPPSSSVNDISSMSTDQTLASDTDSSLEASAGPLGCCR
# PKA inh: PKA (human) kinase inhibition; P17612; PKA Kemptide phosphorylation, Kinase-Glo ATP luminescence; inhibition, % at 6 µM; actives 0.1% (n = 65,000); AID 524;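 active = inhibition above the screen-wide mean inhibition plus 3 SD, cut at about 21% in these data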; note: many of its hits are not listed in these tables
# ROCK2 blocker: blocks human Rho kinase 2 activity; O75116; purified ROCK2, Kinase-Glo ATP depletion luminescence; inhibition, % at 6 µM; actives 0.35% (n = 60,000);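 active = inhibition above the screen-wide mean inhibition plus 3 SD, cut at about 18% in these data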;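 note: plate controls were DMSO wells for no effect and Y-27632 control wells after no-enzyme background subtraction for full effect; many of its hits are not listed in these tables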
# MMP13 inh: inhibitors of human MMP13; P45452; MMP-13 fTHP FRET cleavage, Mca fluorescence; inhibition, % at 4 µM; actives 0.07% (n = 65,000); AID 570;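 active = inhibition above the mean of compound-free control plate wells plus 3 SD, cut at about 14% in these data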;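 note: 0% = DMSO wells and 100% = wells with reference MMP-13 inhibitor after basal subtraction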
# NADH coupling: blocks coupling enzymes of NAD/NADH assays; coupled PK/LDH NADH assays, four targets; IC50, µM (series often up to 10 µM), for inactives: at the highest dose inhibition; actives 0.02% (n = 65,000); AID 774;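 active = single-dose screening hits from any of four coupled enzyme assays that gave an IC50 when retested across doses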;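 note: the DPM-DC format reads NADH fluorescence rather than 340 nm absorbance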
# Fluor 339 460: intrinsic fluorescence of library compounds, ex339/em460 – biochemical, MLSMR library, data from DPM-DC assay, artefact control, profiling panel | compound autofluorescence, ex339/em460 nm, NADH buffer; stronger effect = higher value; 1 = no-compound wells, NADH background | fluorescence fold increase at 10 µM | actives 5.5% (n = 65,000) | AID 709;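 active = at 10 µM, mean starting fluorescence two-fold or more over control wells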;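 note: signal is the first read of a kinetic run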
# Ecoli tolC: growth inhibitors of E. coli BW25113 tolC mutant. AID 573. growth inhibition, % at 10 µM (by protocol). OD615. actives 2.2% (n = 65,000);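 active = growth inhibition at or above a cutoff equal to the mean over every tested compound plus 3 SD, cut at about 60% in these data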;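 note: growth measured after 20 h incubation at 37 °C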
#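 test system = E. coli BW25113 ΔtolC::kan bacteria | medium = LB with kanamycin 50 µg/mL | signal = OD at 615 nm | schedule = 37 °C, 20 h exposure | evaluation = % inhibition of E. coli growth | compound dosing = one dose of 10 µM final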
# Abs 340nm: compounds absorbing at 340 nm; AID 708; 65,000 tested, under 10 active; compound absorbance at 340 nm, fold over control; fold change at 10 µM;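 active = at 10 µM dose, initial 340 nm absorbance at least 2 fold that of control wells; inactive = change under 2 fold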;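 note: initial absorbance extrapolated from kinetic A340 decline of NADH oxidation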
# HEK293 NFkB inh: lowers PMA/ionomycin-induced NF-kB signal in HEK293 cells. HEK-293 NF-kB luciferase reporter, luminescence. inhibition, % at 3 µM. actives 0.21% (n = 62,000). AID 465;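 active = inhibition above the mean of all tested compounds plus 3 SD, cut at about 40% in these data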;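 note: 0% = stimulated DMSO wells and 100% = 10 µM reference inhibitor 5653914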
#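 Timing: 1 h pretreatment, 16 h stimulation, 37 °C; system: HEK-293 cells with stable firefly luciferase reporter driven by four HIV NF-kB elements; doses: 3 µM once, 0.30% DMSO; measured by: luciferase luminescence; control set: DMSO and 10 µM reference inhibitor; repeats: single test; reagent: PMA plus ionomycin mix as NF-kB-activating stimulus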
# * hit, by the source's call; . = not tested or not shown; [ ] = another dose, or the depositor's remark. These rows are one share of the data, so the mix of outcomes need not match the whole.
SMILES,JNK3 blocker,PKA inh,ROCK2 blocker,MMP13 inh,NADH coupling,Fluor 339 460,Ecoli tolC,Abs 340nm,HEK293 NFkB inh
CSc1nsc(SCCN2C(=O)c3ccccc3C2=O)n1,1,14,4,5,3%,1.1,11,1,17
COc1cc(S(=O)(=O)NCC2CCCO2)c(OC)cc1Cl (stereo unspecified),0,5,6,3,7%,1.1,-4,1,14
C=CCN(C)CCCNC(=O)/C=N/O,3,2,-12,-2,4%,1.1,6,1,.
Cc1cccc(OCC(=O)Nc2ccc3c(c2)OCO3)c1C,2,6,1,5,6%,1.1,5,1,7
Cc1cc(C)c2cc(CN(Cc3nnnn3C3CCCCC3)CC3CCCO3)c(=O)[nH]c2c1 (stereo unspecified),0,3,-4,-1,12%,1.2,24,1,22
O=C(CN1C(=O)c2cccc3cccc1c23)NCc1cccnc1,10,0,-4,-4,7%,2,-9,1.1,19
CN(C(=O)CSc1nc2c(c(=O)[nH]1)CCCC2)C1CCCCC1,4,5,-2,-2,1%,1,-2,1,0
O=C(CSc1nnc(-c2ccccc2Br)o1)N1CCc2ccccc2C1,3,6,4,-1,6%,1.1,14,0.99,1
Cn1c(-c2ccc(F)cc2)cnc1NCc1ccccc1,0,8,10,3,3%,1,23,1,2
COC(=O)C1Sc2[nH]c(=O)sc2C2c3ccccc3OC(=O)C12 (stereo unspecified),-4,-1,0,0,4%,1.1,-2,1,14
CC1Cn2c(nc3sc4c(c3c2=O)CCC4)N1CCO (stereo unspecified),-5,10,6,-8,4%,1.5,-14,1.1,28
CCOC(=O)N1CCN(S(=O)(=O)c2ccc(F)c(C(=O)Nc3cc(C)cc(C)c3)c2)CC1,.,9,.,3,12%,1,0,1,12
COc1ccc(N2C(=O)C3CCCN3C2c2cccc(C)c2)cc1 (stereo unspecified),6,8,2,-4,1%,1.1,1,1.1,-9
Fc1ccc(C2CC(c3ccccc3)Nc3ncnn32)cc1 (stereo unspecified),-1,4,2,-1,3%,1.1,9,1.1,5
Cc1ccnc(SCCn2c(N3CCC(C)CC3)nc3c2c(=O)[nH]c(=O)n3C)n1,-2,1,-4,0,9%,1.1,8,1,8
O=C(Nc1cnn(Cc2ccc(Cl)c(Cl)c2)c1)c1nc2ncccn2n1,.,4,.,-1,6%,1.1,-5,1,17
Cn1c(SCc2cccc3ccccc23)nnc1-c1ccco1,4,2,0,-2,1%,1,13,1,-2
Cc1cc(C)n2cc(CSc3nnnn3-c3ccccc3C)nc2n1,-5,-4,-2,-12,7%,2.1*,-7,1,19
COCCn1c(COc2cccc(OC)c2)nnc1SCC(=O)N1CCOCC1,3,0,2,2,4%,1.1,-25,1,16
COc1ccc(COn2c(=O)c(C)[n+]([O-])c3ccccc32)cc1OC,-4,-7,-3,4,5%,1.1,-12,1.1,5
Cc1cccc(NC(=O)CSc2nnc(-c3ccccc3)n2N)c1,.,-1,.,-3,2%,1.1,-10,1.1,8
CCCOc1ccc(C(CC(=O)O)NC(=O)c2ccc3c(c2)OCO3)cc1 (stereo unspecified),0,12,6,-4,3%,1.1,-9,1,10
Cc1cccc(N2CCN(C(=O)c3ccc(Cl)c(S(=O)(=O)NCc4ccco4)c3)CC2)c1C,1,0,5,1,1%,1.1,15,1,12
Cn1c(C(=O)OCC(=O)NCc2ccco2)cc2sccc21,1,-1,-1,-3,5%,1,-16,1,3
CCOC(=O)N1CCC(N2C(=O)c3ccccc3C2Nc2cc(C(=O)OC)cc(C(=O)OC)c2)CC1 (stereo unspecified),1,-8,-4,-16,0%[fluoresces],2.1*,18,1.1,7

# Continued:
SMILES,JNK3 blocker,PKA inh,ROCK2 blocker,MMP13 inh,NADH coupling,Fluor 339 460,Ecoli tolC,Abs 340nm,HEK293 NFkB inh
Cc1nnc(C)c2c(C)n(-c3ccc(Br)cc3)c(C)c12,-8,-10,-3,2,2%,1.1,-19,0.99,2
COC(=O)c1ccccc1NC(=O)C(C)Oc1ccccc1 (stereo unspecified),6,-1,0,-3,2%,1.1,19,1.1,8
c1ccc(-c2csc3ncnc(NCCN4CCOCC4)c23)cc1,5,13,8,1,7%,1.1,5,1.1,19
CC(=O)NC(C(=O)NCC(N)=O)C(C)C (stereo unspecified),8,10,2,-1,4%,0.95,-18,1,4
O=C(NCc1ccco1)C(c1ccccc1F)N(CC1CCCO1)C(=O)Cn1nnc2ccccc21 (stereo unspecified),-1,8,0,2,1%,1,1,1,1
COc1ccc(C(=O)OCn2nnc3ccccc3c2=O)cc1OC,2,8,7,-3,4%,1.1,-2,1,5
CCOC(=O)CSc1nnc2n(C3CCCCC3)c(=O)c3c4c(sc3n12)CCCC4,3,0,2,2,2%,1,18,1,.
COc1ccc(S(=O)(=O)Cc2ccc(C(=O)NC(C)C)o2)cc1,-3,11,0,3,9%,1.1,1,0.98,23
Cc1c(Cl)cccc1N(CC(=O)NC1CCCCC1)S(C)(=O)=O,3,6,6,-2,2%,0.93,-7,1,20
O=S(=O)(c1cccs1)n1cnc2ccccc21,1,7,6,-1,2%,1,14,1,8
CCOC(=O)c1sc(NC(=O)CCSC)nc1C,5,8,-1,0,3%,1.1,-1,1.1,6
CC1(C)CC(=O)C2=C(C1)Oc1ncn3nc(-c4cccnc4)nc3c1C2c1ccccc1 (stereo unspecified),-2,-14,-8,2,4%,1.1,-17,1,9
O=c1[nH]n(-c2ccccc2)c(=O)c2ccccc12,2,2,-3,10,7%,1,-12,1.1,16
N#CC1=C(N)Oc2c(oc(CO)cc2=O)C1c1ccsc1 (stereo unspecified),.,4,.,0,5%,1.1,-15,1.1,4
c1ccc(Nc2nc3ccccc3[nH]2)nc1,-2,10,7,-2,3%,1.3,38,1,-6
CCOC(=O)C1C(=O)CC(O)(c2ccccc2)CC1c1ccccc1 (stereo unspecified),-1,1,5,-2,6%,1.1,17,0.97,3
C/C=C(\C)c1nnc(NC(=O)OCC)s1,7,6,4,2,2%,1.1,-5,1,2
CCOC(=O)c1c(C)oc2c1c(C(c1cccnc1)N1CCN(C)CC1)c(O)c1ccccc12 (stereo unspecified),0,-1,-3,0,5%,1.1,12,1,18
Cc1ccc(CN(C(=O)Cn2nnc3ccccc32)C(C(=O)NCc2ccco2)c2cccs2)cc1 (stereo unspecified),-1,7,3,1,4%,1.1,9,1.1,-1
COc1cc(-c2nc(S(=O)(=O)c3ccc(Cl)cc3)c(N(C)C)o2)cc(OC)c1OC,8,9,10,-2,3%,1.2,-18,1.1,12
Cc1ccc(C2CC(=O)c3cnc(N4CC(C)CC(C)C4)nc3C2)cc1 (stereo unspecified),-3,1,7,4,5%,1.2,-17,1,7
CCOC(=O)c1[nH]c(C)c(C(=O)N2CCN(C(=O)c3ccco3)CC2)c1C,8,5,6,0,2%,1,-8,1,9
Cc1cc(NC(=O)COC(=O)c2cc3c(s2)CCC(C)C3)no1 (stereo unspecified),-3,-3,0,6,6%,1.1,8,1,5
CCOC(=O)c1cccc(NC(=O)CSc2nnc(C3CCCCC3)n2CC)c1,5,-5,-3,2,8%,1,19,1.1,6
Cn1c(Cn2c(=O)sc3ccccc32)nnc1SCC(=O)NCC1CCCO1 (stereo unspecified),-2,-4,0,2,5%,1,-14,1,3

# Other structures follow:
SMILES,JNK3 blocker,PKA inh,ROCK2 blocker,MMP13 inh,NADH coupling,Fluor 339 460,Ecoli tolC,Abs 340nm,HEK293 NFkB inh
Cc1nnc(N2CCc3ccccc3C2)[nH]c1=O,0,4,1,1,2%,1.1,-12,1,1
CC1CCCC(C)N1CCNC(=O)CCn1nc(-c2ccccc2)ccc1=O (stereo unspecified),-5,5,6,-4,7%,1.1,-13,1,2
CCOC1OC2C(CO)OC(n3cnc4c(N)ncnc43)C2O1 (stereo unspecified),-3,-4,-2,2,2%,1.1,-5,1.1,7
COCCNC(=O)CN(c1cc(C(F)(F)F)ccc1Cl)S(C)(=O)=O,-5,-10,-1,1,12%,1.1,-8,1.1,1
COc1ccccc1-c1ccc(=O)n(CC(=O)Nc2ccc(C(=O)N3CCCC3)cc2)n1,-3,4,1,0,4%,1,16,1,20
Cc1cccn2c(=O)c3cc(C(=O)NCCCn4ccnc4)n(C)c3nc12,6,-4,1,-132[fluorescence artefact?],13%[fluoresces],5*,4,1.1,26
CC(C)(C)OC(=O)N[C@@H](Cc1c[nH]c2ccccc12)c1nnc(SCC(N)=O)o1,3,6,0,0,2%,1.1,4,1.1,-5
COC(=O)c1cc(OC)c(OC)cc1NC(=O)c1ccc(Br)o1,-2,6,6,0,5%,1.6,11,1.1,10
Cc1nnc(SCC(=O)N2CCC(C(N)=O)CC2)s1,1,5,-1,-2,1%,1.1,18,0.99,.
CC(C)OC(=O)CCNc1n[nH]c(=O)[nH]c1=O,-9,6,9,6,4%,1.1,2,1,.
CCOC(=O)c1c(NC(=O)COC(=O)Cn2cnc3ccccc32)sc(C)c1C,11,0,3,-6,5%,1.2,12,1,27
O=C(O)CCC1(C(=O)O)OCCc2ccccc21 (stereo unspecified),-5,0,-3,0,4%,1,-13,1,24
c1cc2nncn2nc1N1CCCC1,6,-8,3,0,9%,1,-16,1,-1
CCN1CCN(c2ncnc3c2sc(=S)n3-c2ccccc2)CC1,6,-6,0,-7,3%,1,-1,1.2,10
C=CCn1c(C)cc(C(=O)COc2nncc3ccccc23)c1C,.,6,.,-1,7%,0.96,22,1.1,-20
CCC(C(=O)N1CC2(C)CC1CC(C)(C)C2)N1C(=O)c2ccccc2C1=O (stereo unspecified),2,-2,-5,0,9%,1.1,-1,1,23
CC(=O)NS(=O)(=O)c1ccc(NC(=O)c2ccccc2F)cc1,1,2,1,2,2%,1,-11,1,19
O=C(CSc1nnc(Cc2cc(=O)[nH]c(=O)[nH]2)n1-c1ccccc1)N1CCCCC1,-8,5,0,1,3%,1.1,-11,1,3
O=C(c1ccc(OCC2CCCO2)cc1)N1CCN(c2ccccc2)CC1 (stereo unspecified),-7,7,1,-3,4%,1.1,6,1,4
CSc1nc2ccccc2n1CC(=O)N1CCCCC1,2,-4,-3,2,4%,1.1,-9,1.1,8
Cn1cnnc1SCc1ccc(C(=O)O)cc1,.,-5,.,2,3%,1,-12,1,-9
C=C(C)C1Cc2c(C)nn(-c3ccccc3)c2C1 (stereo unspecified),3,5,2,-3,5%,1.1,2,1,17
CC(C)n1c(=S)[nH]c2c1c(=O)[nH]c(=O)n2C,4,5,1,3,6%,1.1,-5,1,0

# Compound profiles, from the list above.
# c1cc2nncn2nc1N1CCCC1 across the screens: JNK3 blocker: 6; PKA inh: -8; ROCK2 blocker: 3; MMP13 inh: 0; NADH coupling: 9%; Fluor 339 460: 1; Ecoli tolC: -16; Abs 340nm: 1; HEK293 NFkB inh: -1
# O=C(CN1C(=O)c2cccc3cccc1c23)NCc1cccnc1 across the screens: JNK3 blocker: 10; PKA inh: 0; ROCK2 blocker: -4; MMP13 inh: -4; NADH coupling: 7%; Fluor 339 460: 2; Ecoli tolC: -9; Abs 340nm: 1.1; HEK293 NFkB inh: 19

# Looked up above.
# For JNK3 blocker, Cc1nnc(N2CCc3ccccc3C2)[nH]c1=O has the entry 0
# For Fluor 339 460, Cc1nnc(SCC(=O)N2CCC(C(N)=O)CC2)s1 has the entry 1.1
# For NADH coupling, C=C(C)C1Cc2c(C)nn(-c3ccccc3)c2C1 (stereo unspecified) has the entry 5%
# For NADH coupling, C=CCn1c(C)cc(C(=O)COc2nncc3ccccc23)c1C has the entry 7%
# For HEK293 NFkB inh, CSc1nc2ccccc2n1CC(=O)N1CCCCC1 has the entry 8
